Nrf2 inh: inhibitors of Nrf2 signaling; A549 ARE-Fluc reporter, luciferase luminescence, 18-24 h; Potency, µM (doses to about 46 µM), without a hit: at the top dose activity change, negative = inhibition, usual class: inhibitors; actives 2.1% (n = 360,000); AID 504444; further: potency means the concentration at half of the fitted maximal effect; on the % scale 0 is the no-effect control and ±100 the full control effect; nearly all actives have a fitted effect of over 60% in size
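In this cell-based qHTS, ARE-driven firefly luciferase in A549 cells reports Nrf2 activity; the luminescent signal after BugLite lysis is the measured value, with a prior CellTiter-Fluor read for cell health.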
TGFb inhibitor: blocks TGF-b signaling | HepG2 CAGA-GFP TGF-b/SMAD3 reporter, GFP fluorescence, 18 h; TGF-beta stimulated, 500 pg/mL final | Potency, µM (doses to about 46.1 µM), for the others: at the highest dose activity, negative = inhibition, hits mostly inhibitors | actives 1.2% (n = 410,000); further: potency means the concentration at half of the fitted maximal effect; on the % scale 0 is the no-effect control and ±100 the full control effect; nearly all actives have a fitted effect of over 65% in size
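Cell-based qHTS in HEPG2 carrying a CAGA-GFP Smad reporter; compounds added before 500 pg/mL final TGF-beta, 18 h incubation at 37 degrees C, GFP fluorescence quantified per cell by imaging cytometry.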
S2 tox: viability counter-screen for ATXN expression inhibitors. actives 0.49% (n = 400,000). S2 cells (HEK-293 line with an ATXN2-luciferase reporter) viability, CellTiter-Fluor protease fluorescence, 24 h. Potency, µM (top dose mostly 56.7 µM), actives largely listed as cytotoxic. AID 651635; further: potency means the concentration at half of the fitted maximal effect; nearly all actives have a fitted effect of over 40% in size
HepG2 tox: kills HepG2 cells in TGF-b inhibitor counter-screen; HepG2 CAGA-GFP viability, ATP luminescence, 18 h; Potency, µM (titrated, usually from 46.1 µM), for the others: at the top dose activity change, negative = cytotoxicity, most hits filed as cytotoxic; actives 0.76% (n = 410,000); AID 588856; further: potency means the concentration at half of the fitted maximal effect; some results filed as inactive show a strong effect at the top dose
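CellTiter-Glo luminescence gave cytotoxicity after 18 hours at 37 degrees C. The cells were HepG2 CAGA-GFP in 1% FBS DMEM, stimulated with 500 pg/mL TGF-beta after compound addition. %Activity was normalised to no-cell wells (complete cell-killing) and DMSO (no toxicity), and curves were fitted and classified.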
CCT modulator: changes cytosolic chaperonin activity; purified chaperonin ATPase assay, HTRF ADP detection, 30 min; activity change, % (no concentration beside the values), hits read low; actives 0.3% (n = 360,000); AID 651819; in the data active means activity change below about -30%; further: on the % scale 0 is the no-effect control and ±100 the full control effect
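Nucleotide hydrolysis assay: TRiC at 20–40 nM final (set by batch activity) with 10 uM ATP, 30 min at 37 °C, in presence of 76 uM compound. Detection by competitive ADP HTRF, 30 min ambient.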
A549 tox: counter-screen for Nrf2 inhibitors: cytotoxicity in A549 cells. A549 ARE-Fluc cells, CellTiter-Fluor viability, 18-24 h. Potency, µM (series often up to 46 µM), for the others: top-dose activity change, negative = cytotoxicity, most hits filed as inhibitors. actives 0.16% (n = 390,000); further: potency means the concentration at half of the fitted maximal effect; on the % scale 0 is the no-effect control and ±100 the full control effect
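A549 ARE_Fluc cells in 5% FBS OPTI-MEM were exposed to compounds in concentration-response for 18-24 h at 37 deg C. Viability was read by CellTiter-Fluor fluorescence (Ex 405/Em 525) after 30 min, before the luciferase read.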
Nrf2 ARE act: Nrf2 pathway activation. AREc32 ARE-luciferase reporter (MCF7-derived line), luminescence, 24 h. Potency, µM (top dose mostly 46.1 µM), for the others: top-dose activation, most hits filed as activators. actives 0.31% (n = 410,000). AID 624171; further: potency means the concentration at half of the fitted maximal effect; % of control where 0% means no effect; nearly all actives have a fitted effect of over 65% in size
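For detection, Steady-Glo was added and plates sat 30 min at RT; before that, AREc32_Fluc cells grown overnight in OPTI-MEM/5% FBS had been treated with 23 nL compound for 24 hr at 37 deg C.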
MmCpn inh: M. maripaludis TRiC chaperonin inhibition | AID 504842 | Potency, µM (titrated, usually from 76.9 µM), for the others: at the top dose activity, negative = inhibition, actives largely listed as inhibitors | actives 0.031% (n = 330,000) | purified Mm-Cpn ATPase, ADP Transcreener TR-FRET; further: potency means the concentration at half of the fitted maximal effect; on the % scale 0 is the no-effect control and ±100 the full control effect; nearly all actives have a fitted effect of over 80% in size
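ATPase read-out: TR-FRET ADP immunoassay (anti-ADP Eu cryptate vs ADP-d2), ex 320 nm, em 590/665 nm; signal drops as ADP forms. Enzyme 25 nM, ATP 10 uM, 30 min at 37°C after 10 min compound preincubation.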
Akt phos inh: blocks phosphorylation of Akt. Neuro2A IGF-stimulated pAkt S473 HTRF, 20 min; hits give low values. activity change, % for hits at 50 µM. actives 0.32% (n = 360,000); in the data active means activity change below about -80%; inconclusive means mostly about -51% to -80%; further: on the % scale 0 is the no-effect control and ±100 the full control effect
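Single-point screen (50 µM final compound) in Neuro2A cells stimulated 20 min with 6 nM IGF at 37 deg C. After lysis, Ser473-phosphorylated Akt read by HTRF (ex 330 nm, em 615/665 nm) as the 665/615 ratio.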
Active calls of the source: *; i = inactive; u = inconclusive; x = no result given; & = joins results of further samples; [ ] = dose if it differs, or a comment. Unless noted, the call rests on the fitted dose curve; in most records, active means well fitted curve in the direction sought with a large enough effect; inconclusive means small, poorly fitted or top-dose-only effect, or another doubt; inactive means no such curve, though single readings can be large; an effect the other way counts as inactive or inconclusive.

Molecule	Nrf2 inh	TGFb inhibitor	S2 tox	HepG2 tox	CCT modulator	A549 tox	Nrf2 ARE act	MmCpn inh	Akt phos inh
O=C(NCC1CCCO1)C1CCN(S(=O)(=O)c2cccc3cccnc23)CC1 (stereo not drawn)	0%	-5%	i	-2%	0.6	u	0.2%	-1%	i
O=C(NC1CCCCC1)c1ccc(-c2cn[nH]c2)c2ccoc12	x	17%	u	-37%	-1.8	x	4.8%	x	i
CN1C(=O)C(C)(C)c2cc(S(=O)(=O)NCC3CCC(C(=O)NCc4ccccc4)CC3)ccc21 (stereo not drawn)	-12%	1%	i	-25%	-1.3	5%	6.1%	-1%	i
Cc1ccc(Oc2cc([N+](=O)[O-])cc3c2C(=O)Nc2ccccc2O3)cc1	15µM*	-22%	i	-30%	0.0	-8%	9.9%	1%	i
O=C(O)c1n[nH]c2ccccc12	x	u	i	5%	1.4	10%	-0.6%	0%	i
COc1ccc(/C=C(/C#N)C(=O)Nc2ccc(C)cc2C)cc1C(=O)O	19%	-13%	i	-1%	-3.0	-4%	-0.8%	-1%	i
Cc1cc(=O)[nH]c(NNC(=O)c2ccc(Cl)cc2)n1	x	7%	i	0%	1.5	x	-0.3%	x	i
CCc1c(C)nc2cc(-c3ccc(OC)c(OC)c3)nn2c1NCC1CC1	u	-1%	u	-32%	-2.1	u	4.1%	-8%	i
COc1ccc(Cl)cc1NC(=O)CSc1nnc(C)n2c1cc1occc12	-3%	0%	x	0%	x	16%	7.3%	x	x
COC(=O)c1ccc2c(=O)n(CCCN3CCOCC3)c(=S)[nH]c2c1	9%	1%	u	3%	0.9	12%	0.6%	1%	i
CCOc1ccccc1-n1c(SCC(=O)Nc2ccccc2C(=O)O)nc2ccccc2c1=O	u	-1%	i	4%	1.6	u	0.1%	-3%	i
Cc1ccccc1CNC(=O)c1csc([C@@H]2C[C@H](O)[C@@H](CO)O2)n1	x	4%	i	8%	0.8	x	0.4%	x	i
CCn1cc(C(=O)NC(=S)Nc2ccccc2[N+](=O)[O-])cn1	u	2%	i	1%	1.4	4%	7.2%	1%	i
NNC(=O)CS(=O)(=O)CS(=O)(=O)CC(=O)NN	2%	-3%	i	17%	-2.4	1%	-0.7%	-2%	i
COc1cc(OC)cc(-c2cc3nc4c(c(N5CCN(c6ncccn6)CC5)n3n2)CCCC4)c1	-10%	-3%	i	10%	4.7	-4%	3.3%	-3%	i
O=C(NNC(=S)Nc1ccc(Cl)cc1)c1cccs1	17%	-9%	i	3%	-71*	12%	8.3%	-2%	i
COc1cccc(/C=C(\CC(=O)O)c2nc3ccccc3s2)c1	-6%	-2%	i	-18%	-0.2	1%	0.4%	-4%	i
CCSc1ccc([C@@H]2[C@H]3C(=O)N(C)C(=O)[C@H]3[C@]3(C(=O)OC)CCCCN23)cc1	u	u	i	-15%	-1.0	2%	-1.7%	-2%	i
COc1cc(SC)ccc1C(=O)Nc1cccc(C2OCCCO2)c1	3%	0%	i	2%	-0.3	0%	3.1%	-3%	i
Cc1cc(=O)[nH]c(N2CCN(c3ccc(Cl)cc3)CC2)n1	3%	-1%	i	-12%	-1.3	6%	1.8%	x	i
CNC(=O)CNC(=O)Nc1ccc(C)cc1	12%	-3%	i	-5%	-3.1	10%	-0.6%	0%	i
Cc1cccc(C)c1NC(=O)CSc1nnc(C)n1CC1CCCO1 (stereo not drawn)	-5%	5%	i	0%	-3.2	3%	0.4%	-3%	i
Cc1ccccc1NC(=O)Cn1c(SCC(=O)Nc2ccc(F)cc2)nc2ccccc21	x	-2%	i	-17%	x	-7%	1.2%	x	x
CC(C)C(NS(=O)(=O)c1ccccc1)C(=O)NC1CCCC1 (stereo not drawn)	7%	4%	i	1%	0.1	1%	0.5%	0%	i
O=C(Cc1ccc(F)cc1)N[C@@H]1c2ccccc2CC[C@@H]1OCc1ccccc1	3%	1%	i	5%	-0.9	6%	0.3%	-1%	i
Cc1cc(C)c(S(=O)(=O)NCCC2CCCN2C)c(C)c1 (stereo not drawn)	6%	-14%	x	-19%	-3.6	0%	-0.5%	1%	x
CC(C)=CCN1CCN(Cc2ccc(C)s2)CC1CCO (stereo not drawn)	u	-2%	i	-11%	-3.9	0%	-0.2%	1%	i
Cc1ccc(C2N3CC4(C)CN2CC(c2ccccc2)(C3)C4=O)cc1 (stereo not drawn)	-9%	u	i	-5%	x	-5%	0.5%	x	x
O=C(c1ccc(F)cc1)N(c1ccccn1)C1CCCCC1	1%	2%	i	2%	-12	-6%	-0.2%	3%	i
CC(C)=CC(=O)OCC(=O)Nc1cc(C)cc(C)c1	5%	9%	i	-9%	1.3	-6%	-0.3%	1%	i

Record cards, from the list above.
Record of CNC(=O)CNC(=O)Nc1ccc(C)cc1 = Nrf2 inh: 12%; TGFb inhibitor: -3%; S2 tox: i; HepG2 tox: -5%; CCT modulator: -3.1; A549 tox: 10%; Nrf2 ARE act: -0.6%; MmCpn inh: 0%; Akt phos inh: i
Record of CC(C)=CC(=O)OCC(=O)Nc1cc(C)cc(C)c1 = Nrf2 inh: 5%; TGFb inhibitor: 9%; S2 tox: i; HepG2 tox: -9%; CCT modulator: 1.3; A549 tox: -6%; Nrf2 ARE act: -0.3%; MmCpn inh: 1%; Akt phos inh: i

Carrying on.
Molecule	Nrf2 inh	TGFb inhibitor	S2 tox	HepG2 tox	CCT modulator	A549 tox	Nrf2 ARE act	MmCpn inh	Akt phos inh
CN(C)c1ccc(CCc2ccc(N)cc2)cc1	u	3%	i	1%	-0.5	-2%	-1.8%	x	i
O=C(/C=C/c1ccccc1)Nc1sc2c(c1C(=O)O)CCC2	u	2%	u	-19%	1.0	-10%	6.1%	-3%	i
COc1ccc(/C=C/C(=O)NCC(=O)N/N=C(\C)Cc2ccccc2)cc1	u	-2%	i	-25%	1.5	-9%	-0.6%	2%	i
C[C@H](c1ccccc1)N1C[C@H](COCc2ccccc2)Oc2cc(N3CC[C@H](O)C3)ccc2S1(=O)=O	x	x	u	x	-0.4	x	4.1%	x	i
CC1CCN(c2nc3c(S(=O)(=O)c4ccccc4)nnn3c3ccsc23)CC1	16%	u	x	-56%	x	12%	0.4%	x	x
Cc1cc(C)c2c(NC(=O)CCl)nn(C)c2n1	u	-3%	u	-13%	-0.5	u	u	u	i
CCOC(=O)c1sc2cccc(F)c2c1S(=O)(=O)Nc1ccccc1F	u	u	i	-4%	x	-5%	u	x	x
Cc1ccc(C(=O)OCC(=O)N2CCNC2=O)c(C)c1	u	-1%	i	-18%	-0.4	15%	0.4%	0%	i
O=[N+]([O-])c1cc([N+](=O)[O-])c(Oc2ccc(Br)cc2Br)cc1NN1CCCCC1	1%	30%[activator]	i	30%	-0.8	-1%	-0.4%	2%	i
Cc1ccc(-n2c(C)cc(C(=O)CN3CCCCC3)c2C)cc1	u	-4%	i	-7%	0.9	-3%	2.1%	2%	i
Cc1csc(NC(=O)CSc2sc3c(O)cc(=O)[nH]c3c2C#N)n1	-15%	11%	i	17%	-0.6	-8%	0.4%	-19%	i
COc1cc2ncc3c(-c4ccccc4)nn(-c4ccc(C)cc4)c3c2cc1OC	x	u	i	-34%	x	-1%	4.6%	x	x
CCC(C)c1ccc(Nc2ncccc2C#N)cc1 (stereo not drawn)	u	-5%	i	-1%	-0.1	1%	u	0%	x
Cc1cccc(C)c1OCCSc1nc2ccccc2n1CC(=O)O	-10%&-10%	17%&-6%	i	-2%&5%	0.6	7%&9%	-0.4%[9.22 µM]	-1%	i
Cc1ccccc1NC(=O)COC(=O)CCC(=O)c1cccs1	12%	4%	i	22%	1.8	1%	-0.3%	-3%	i
CN(C)c1cc[n+](CC(=O)c2cccs2)cc1	u	-22%	i	-25%	-2.9	-14%	0.1%	2%	i
COC(=O)CSc1ncc(OC)c(OC)n1	-10%	9%	i	15%	-0.8	-14%	-0.1%	0%	i
NC(=S)N/N=C1\CC(c2ccc3c(c2)OCCO3)Oc2ccc(F)cc21 (stereo not drawn)	-23%	-16%	i	6%	0.1	-8%	0.2%	-1%	i
O=C(NCC(=O)N1CCCC1)c1ccccc1F	10%	-3%	i	7%	-0.5	-5%	0.9%	1%	i
C/C(=N\Nc1nnc(-c2ccccc2)c(-c2ccccc2)n1)c1cccc([N+](=O)[O-])c1	u	-10%	i	4%	0.0	-6%	0.0%	2%	i
CN1C(=O)C2(OCCCO2)c2cc(Cl)ccc21	6%	-17%	i	12%	-2.9	0%	-0.7%	1%	i
CCOc1ccc(CNC(=O)c2cc3c(=O)oc4ccc(C)cc4c3s2)cc1	25%	-10%	i	1%	x	0%	-0.8%	x	x
CCn1c(=O)cc(OCC(=O)N2CCN(c3ccc(C)cc3)C(C)C2)c2ccccc21 (stereo not drawn)	u	u	x	-41%	x	-11%	-1.4%	x	x
Cc1cc(C)nc(N2N=C(CSc3ccc(Cl)cc3)CC2=O)n1	-14%	6%	i	-1%	2.9	0%	0.2%	-6%	i
Cc1ccc(-c2nn(-c3ccccc3)cc2/C=C/C(=O)Nc2nccs2)cc1	u	2%	i	-50%	-1.4	-6%	-0.9%	-3%	i
Cc1ccc(NC(=O)COC(=O)Cn2nc(C)c([N+](=O)[O-])c2C)c([N+](=O)[O-])c1	7%	-10%	i	-36%	-1.3	22%	2.2%	0%	i
CCc1nc2ccc(C(=O)NCC3CCCCC3)cn2c1N(CCC(C)C)CCN(C)C	x	u	u	-105%	-1.0	x	-0.8%	x	i

Source: PubChem BioAssay
